TcdB inh: blocks C. difficile toxin B glycohydrolase activity. TcdB glycohydrolase enzymatic assay, plate reader. 0.24% of 350,000 active. inhibition, % at 9.99 µM; in the data active means inhibition above about 10%
An asterisk follows results filed as active.

> C[C@@H]1CN([C@@H](C)CO)C(=O)c2cc(NC(=O)CCC(F)(F)F)ccc2O[C@H]1CN(C)S(=O)(=O)c1cn(C)cn1
  TcdB inh: -0.2

> C[C@@H]1CCCCO[C@@H](CN(C)Cc2ccc(C(=O)O)cc2)[C@H](C)CN([C@H](C)CO)C(=O)c2cc(NC(=O)C3CCCCC3)ccc2O1
  TcdB inh: 0.2

> CCS(=O)(=O)N1CC(=O)N2[C@@H](CO)[C@H](c3ccc(C#CCc4ccccc4)cc3)[C@@H]2C1
  TcdB inh: -1.9

> CCS(=O)(=O)N1CC2(CN(C(=O)c3ccc(F)cc3)[C@@H](CO)c3c2c2ccc(OC)cc2n3C)C1
  TcdB inh: 0.6

> Cc1ccccc1-c1ccc2c(c1)O[C@@H](CN(C)Cc1ccc(C(=O)O)cc1)[C@@H](C)CN([C@@H](C)CO)S2(=O)=O
  TcdB inh: -0.2

> COc1cccc(S(=O)(=O)Nc2ccc3c(c2)[C@H]2C[C@@H](CC(=O)NC4CCCCC4)O[C@H](CO)[C@H]2O3)c1
  TcdB inh: -5.9

> COCC(=O)N1C[C@H](C)[C@@H](OC)CN(C)C(=O)c2ccc(NC(=O)C3CCC3)cc2OC[C@@H]1C
  TcdB inh: 0.4

> COc1ccc(S(=O)(=O)Nc2ccc3c(c2)C(=O)N([C@H](C)CO)C[C@H](C)[C@H](CN(C)C)OCCCC[C@H](C)O3)cc1
  TcdB inh: 0.4

> C[C@@H]1CN([C@H](C)CO)C(=O)Cc2cc(NC(=O)C3CC3)ccc2O[C@H]1CN(C)S(=O)(=O)c1ccc(Cl)cc1
  TcdB inh: 0.6

> CC(C)NC(=O)N(C)C[C@H]1Oc2ncc(C#Cc3ccccc3F)cc2C(=O)N([C@@H](C)CO)C[C@H]1C
  TcdB inh: 0.4

> CC=Cc1ccc2n(c1=O)C[C@@H]1[C@@H](CO)[C@H](C(=O)NCC(F)(F)F)[C@H]2N1C(=O)C1CCC1 (mixture of isomers)
  TcdB inh: -1.1

> CO[C@@H]1CN(C)C(=O)c2ccc(NC(C)=O)cc2OC[C@@H](C)N(Cc2ccccn2)C[C@@H]1C
  TcdB inh: -0.6

> C[C@H](CO)N1C[C@H](C)[C@H](CN(C)Cc2ccc(C(=O)O)cc2)Oc2c(NC(=O)C3CCOCC3)cccc2C1=O
  TcdB inh: 0.4

> O=C(N[C@H]1CC[C@@H](CCNC(=O)C2CCCC2)O[C@H]1CO)c1ccncc1
  TcdB inh: 0.8

> C[C@@H]1CN([C@H](C)CO)C(=O)c2cc(NC(=O)CCC(F)(F)F)ccc2O[C@@H](C)CCCCO[C@H]1CN(C)S(=O)(=O)c1ccc(F)cc1
  TcdB inh: -3.0

> CN1CCN(C(=O)C[C@H]2CC[C@H]3[C@@H](COC[C@H](O)CN3C(=O)C3CCOCC3)O2)CC1
  TcdB inh: -1.0

> O=C(c1ccncc1)N1CC(=O)N2[C@H](CO)[C@H](c3ccc(-c4cccnc4)cc3)[C@@H]2C1
  TcdB inh: 0.5

> CNC[C@@H]1Oc2cc(C#Cc3ccc(F)cc3)ccc2S(=O)(=O)N([C@@H](C)CO)C[C@H]1C
  TcdB inh: 0.6

> C[C@H]1CCCCO[C@@H](CN(C)Cc2ccccc2)[C@@H](C)CN([C@@H](C)CO)C(=O)c2cc(NC(=O)Nc3ccc4c(c3)OCO4)ccc2O1
  TcdB inh: -0.6

> CN1C(=O)c2cc(NC(=O)C3CCOCC3)ccc2OC[C@H]2O[C@H](CC(=O)O)CC[C@H]21
  TcdB inh: -1.1

> CCCN(C)C[C@@H]1Oc2cc(C#Cc3ccccc3F)ccc2S(=O)(=O)N([C@@H](C)CO)C[C@@H]1C
  TcdB inh: 0.9

> COc1ccc(S(=O)(=O)Nc2ccc3c(c2)CC(=O)N([C@H](C)CO)C[C@H](C)[C@@H](CN(C)Cc2ccccc2)O3)cc1
  TcdB inh: -1.2

> C[C@H](O)C#Cc1cnc2c(c1)C(=O)N([C@H](C)CO)C[C@H](C)[C@@H](CN(C)C(=O)c1ccccc1)O2
  TcdB inh: 0.4

> O=C(CCN1CCCCC1)N[C@H]1CC[C@@H](CCn2cc(-c3ccc(F)cc3)nn2)O[C@H]1CO
  TcdB inh: 1.7

> C[C@@H]1CN([C@@H](C)CO)C(=O)c2cc(NC(=O)Nc3ccc4c(c3)OCO4)ccc2O[C@H]1CN(C)C(=O)NC1CCCCC1
  TcdB inh: 0.4

> C[C@@H]1CN([C@H](C)CO)C(=O)Cc2cc(NS(=O)(=O)c3cn(C)cn3)ccc2O[C@@H]1CN(C)C(=O)Nc1ccccc1
  TcdB inh: -1.4

> C[C@@H]1CN([C@H](C)CO)C(=O)c2cc(-c3cncnc3)cnc2O[C@H]1CN(C)Cc1cncnc1
  TcdB inh: -0.2

> COc1ccc(S(=O)(=O)N(C)C[C@@H]2OCCCC[C@@H](C)Oc3ccc(N(C)C)cc3C(=O)N([C@@H](C)CO)C[C@@H]2C)cc1
  TcdB inh: -8.8

> C[C@@H]1CN([C@@H](C)CO)C(=O)c2cccc(NS(=O)(=O)c3cn(C)cn3)c2O[C@@H]1CN(C)C(=O)Nc1ccc(C(F)(F)F)cc1
  TcdB inh: 3.2

> O=C(O)C[C@@H]1C[C@H]2c3cc(NC(=O)CC4CC4)ccc3O[C@H]2[C@H](CO)O1
  TcdB inh: 0.0

> COc1ccc(CNC(=O)C[C@@H]2CC[C@H](NS(=O)(=O)c3cccc(OC)c3)[C@@H](CO)O2)cc1
  TcdB inh: -1.2

> O=C(Nc1cc(F)ccc1F)N1C[C@@H]2[C@H](c3ccccc31)[C@H](CO)N2Cc1ccncc1
  TcdB inh: -1.5

> Cc1ccc(S(=O)(=O)N(C)C[C@@H]2Oc3ccc(NC(=O)Cc4ccccc4)cc3C(=O)N([C@H](C)CO)C[C@H]2C)cc1
  TcdB inh: 0.0

> O=C(Nc1cc(F)ccc1F)N1CCCCN2[C@H](CO)[C@H](c3ccc(C4=CCCCC4)cc3)[C@@H]2C1
  TcdB inh: -0.2

> CO[C@@H]1CN(C)C(=O)c2cc(NC(=O)C3CC3)ccc2OC[C@@H](C)N(CC2CC2)C[C@@H]1C
  TcdB inh: 1.0

> C[C@@H]1CN([C@H](C)CO)C(=O)c2cc(C#CCN(C)C)cnc2O[C@@H]1CN(C)Cc1ccc(F)cc1
  TcdB inh: -0.1

> C[C@@H]1CN([C@@H](C)CO)C(=O)c2cccc(NS(=O)(=O)c3ccccc3)c2O[C@@H]1CN(C)Cc1ccc(Oc2ccccc2)cc1
  TcdB inh: 1.2

> O=C(C[C@H]1CC[C@@H](NS(=O)(=O)c2ccc(F)cc2)[C@@H](CO)O1)NC1CCC1
  TcdB inh: 0.9

> C[C@@H]1CN([C@@H](C)CO)C(=O)c2cc(-c3cccc(F)c3)cnc2O[C@H]1CN(C)C(=O)C1CCC1
  TcdB inh: -1.6

> C[C@H](CO)N1C[C@H](C)[C@@H](CN(C)C(=O)Nc2ccc(F)cc2)Oc2ccc(NS(=O)(=O)c3cccs3)cc2CC1=O
  TcdB inh: -1.4

> C[C@@H]1CN([C@@H](C)CO)C(=O)Cc2cc(NC(=O)Cn3cnnn3)ccc2O[C@@H]1CN(C)Cc1ccc(C(=O)O)cc1
  TcdB inh: -0.4

> CCOC(=O)N(C)[C@H]1C[C@H]2c3cc(-c4ccccc4C)ccc3CCN2C[C@H]1[C@H](C)O
  TcdB inh: 2.0

> CN1C(=O)c2cc(NC(=O)c3cscn3)ccc2OC[C@@H]2O[C@@H](CC(=O)N3CCCCC3)CC[C@@H]21
  TcdB inh: -0.8

> C[C@H](CO)N1C[C@H](C)[C@@H](CN(C)S(=O)(=O)c2ccc(Cl)cc2)Oc2ccc(NC(=O)c3ccncc3)cc2CC1=O
  TcdB inh: -4.3

> C[C@@H]1CN([C@H](C)CO)C(=O)c2cc(NC(=O)c3ccccc3)ccc2O[C@@H](C)CCCCO[C@@H]1CN(C)S(C)(=O)=O
  TcdB inh: 0.4

> COc1ccc(S(=O)(=O)Nc2ccc3c(c2)C(=O)N([C@H](C)CO)C[C@H](C)[C@@H](CN(C)C(=O)c2ccccc2)OCCCC[C@@H](C)O3)cc1
  TcdB inh: -0.2

> CCCN(C)C[C@@H]1Oc2ncc(-c3ccccc3F)cc2C(=O)N([C@H](C)CO)C[C@@H]1C
  TcdB inh: 1.5

> C[C@@H]1CCCCO[C@@H](CN(C)Cc2ccc3c(c2)OCO3)[C@@H](C)CN([C@H](C)CO)C(=O)c2cc(NC(=O)CCCN(C)C)ccc2O1
  TcdB inh: 0.5

> CNC(=O)C[C@@H]1CC[C@H]2[C@@H](COc3ccc(NC(=O)c4cccc(OC)c4)cc3C(=O)N2C)O1
  TcdB inh: -7.4

> O=C(Nc1ccc2c(c1)[C@@H]1C[C@H](CC(=O)N3CCCCC3)O[C@H](CO)[C@@H]1O2)NC1CCCC1
  TcdB inh: 0.6

Part of the list above in order of SMILES length, smallest number first.
> O=C(Nc1cc(F)ccc1F)N1CCCCN2[C@H](CO)[C@H](c3ccc(C4=CCCCC4)cc3)[C@@H]2C1
  TcdB inh: -0.2

> CNC(=O)C[C@@H]1CC[C@H]2[C@@H](COc3ccc(NC(=O)c4cccc(OC)c4)cc3C(=O)N2C)O1
  TcdB inh: -7.4

> C[C@@H]1CN([C@@H](C)CO)C(=O)c2cc(-c3cccc(F)c3)cnc2O[C@H]1CN(C)C(=O)C1CCC1
  TcdB inh: -1.6

> C[C@@H]1CN([C@@H](C)CO)C(=O)c2cccc(NS(=O)(=O)c3ccccc3)c2O[C@@H]1CN(C)Cc1ccc(Oc2ccccc2)cc1
  TcdB inh: 1.2

> COc1ccc(S(=O)(=O)N(C)C[C@@H]2OCCCC[C@@H](C)Oc3ccc(N(C)C)cc3C(=O)N([C@@H](C)CO)C[C@@H]2C)cc1
  TcdB inh: -8.8

> COc1ccc(S(=O)(=O)Nc2ccc3c(c2)C(=O)N([C@H](C)CO)C[C@H](C)[C@@H](CN(C)C(=O)c2ccccc2)OCCCC[C@@H](C)O3)cc1
  TcdB inh: -0.2

(next part)
SMILES,TcdB inh
C[C@@H]1CN([C@H](C)CO)C(=O)c2cc(C#CC3(O)CCCC3)cnc2O[C@H]1CN(C)S(C)(=O)=O,0.7
C[C@@H]1CN([C@H](C)CO)C(=O)c2cc(NC(=O)CCN3CCOCC3)ccc2O[C@@H]1CN(C)Cc1ccc2c(c1)OCO2,-0.4
COC(=O)C[C@H]1CC[C@@H]2[C@@H](COc3ccc(NC(=O)Nc4ccccc4C)cc3C(=O)N2C)O1,6.1
O=C(C[C@@H]1CC[C@H]2[C@@H](COC[C@@H](O)CN2S(=O)(=O)c2ccccc2)O1)NCCN1CCCC1,-1.4
COc1cccc(-c2ccc([C@@H]3[C@H](CO)N(C(=O)C4CC4)C34CN(C(C)=O)C4)cc2)c1,-0.5
CC(C)NC(=O)Nc1ccc2c(c1)CC(=O)N([C@@H](C)CO)C[C@H](C)[C@@H](CN(C)C(=O)Nc1ccc(F)cc1)O2,-1.0
C[C@H]1CN([C@@H](C)CO)C(=O)Cc2cc(NS(=O)(=O)c3cccs3)ccc2O[C@H]1CN(C)C(=O)NC1CCCCC1,-4.8
COc1ccc(S(=O)(=O)N(C)C[C@@H]2Oc3ccc(NS(=O)(=O)c4c(C)noc4C)cc3CC(=O)N([C@H](C)CO)C[C@H]2C)cc1,-1.8
Cc1noc(C)c1S(=O)(=O)Nc1ccc2c(c1)C(=O)N([C@H](C)CO)C[C@H](C)[C@@H](CN(C)Cc1ccc(Cl)c(Cl)c1)OCCCC[C@H](C)O2,0.8
C[C@@H](NC(=O)C[C@H]1CC[C@@H]2[C@H](COC[C@H](O)CN2Cc2ccc(C(F)(F)F)cc2)O1)c1ccccc1,-0.9
Cc1ccc(S(=O)(=O)N(C)C[C@@H]2OCCCC[C@@H](C)Oc3ccc(NC(=O)Cc4ccccc4)cc3C(=O)N([C@@H](C)CO)C[C@H]2C)cc1,0.1
CC(C)C#Cc1cnc2c(c1)C(=O)N([C@H](C)CO)C[C@@H](C)[C@H](CN(C)C(=O)CC1CC1)O2,-1.3
COc1ccc2c3c([nH]c2c1)[C@@H](CO)N(Cc1ccccc1)CC31CCN(Cc2cncnc2)CC1,0.0
C[C@@H]1CN([C@H](C)CO)C(=O)c2cc(NC(=O)Cc3cn(C)c4ccccc34)ccc2O[C@H]1CN(C)C(=O)Nc1ccccc1,0.5
COc1ccccc1NC(=O)N[C@@H]1C=C[C@H](CC(=O)N2CCC(Cc3ccccc3)CC2)O[C@@H]1CO,-1.0
CCC(=O)N1[C@H](CO)[C@@H](c2ccc(/C=C/c3ccccc3)cc2)C12CN(S(C)(=O)=O)C2,-0.3
O=C(C[C@H]1CC[C@@H]2[C@H](COC[C@@H](O)CN2Cc2cc(F)cc(F)c2)O1)Nc1nccs1,-0.6
CN(C)C(=O)c1ccc(-c2ccccc2[C@H]2[C@@H](CO)N(C(=O)C3CCCCC3)[C@H]2C#N)cc1,-0.7
C[C@@H]1CCCCO[C@@H](CN(C)Cc2ccncc2)[C@H](C)CN([C@@H](C)CO)C(=O)c2cc(NC(=O)CCCN(C)C)ccc2O1,0.8
COc1cccc(-c2ccc([C@H]3[C@H]4CN(C(=O)Cc5ccncc5)CCCCN4[C@H]3CO)cc2)c1,-0.6
Cc1noc(C)c1NC(=O)N(C)C[C@H]1Oc2c(NS(=O)(=O)c3ccc(F)cc3)cccc2C(=O)N([C@H](C)CO)C[C@@H]1C,-1.8
COc1ccc(NC(=O)Nc2cccc3c2O[C@@H](CN(C)C(=O)Nc2ccc(OC)cc2)[C@@H](C)CN([C@@H](C)CO)C3=O)cc1,0.2
OC[C@@H]1[C@@H](c2ccccc2)C2(CN(Cc3cccnc3)C2)N1Cc1ccncc1,0.9
CN1[C@@H]2Cn3c(ccc(-c4cccc(F)c4)c3=O)[C@H]1[C@@H](C(=O)Nc1nccs1)[C@@H]2CO,-1.8
O=C1NC(c2ccc(Br)cc2)c2c(-c3ccccc3)n[nH]c21 (configuration not stated),3.6
CCCC(=O)Nc1ccc2c(c1)OC[C@H](C)N(C)C[C@@H](C)[C@@H](OC)CN(C)C2=O,0.3
C[C@@H]1CN([C@H](C)CO)C(=O)c2cc(NS(=O)(=O)c3cn(C)cn3)ccc2O[C@@H](C)CCCCO[C@H]1CN(C)S(=O)(=O)c1ccc(F)cc1,-1.1
COc1cccc(S(=O)(=O)N(C)C[C@H]2OCc3ccccc3-c3c(n(C)c4ccccc34)C(=O)N([C@H](C)CO)C[C@@H]2C)c1,-0.8
O=C(C1CC1)N1CCCCN2[C@H](C1)[C@H](c1ccc(C#CC3CC3)cc1)[C@@H]2CO,0.2

Screens (PubChem BioAssay)

An excerpt (hit frequency here may not be typical).
